Assay outcomes as filed in PubChem BioAssay.
RMI FANCM FP – inhibitors of human RMI core complex binding to FANCM MM2; Fluorescence polarization, RMI core complex with F-MM2 peptide; stronger effect = lower value; FP signal (polarization) at 33 µM; actives 0.58% (n = 70,000); in the data active = FP signal below about 40; also: inactives centre near 61; strong numbers were not always called active; unit not given here
* = called active by the depositor; & = joins results of further samples. Only part of the results is shown (hit frequency here may not be typical).

SMILES | RMI FANCM FP
O=C(CSc1nccc(-c2cc(-c3ccc(Cl)cc3Cl)no2)n1)Nc1ccccc1 | 162
O=C(CC1S/C(=N\N=C/c2ccco2)NC1=O)Nc1ccc(Br)cc1 (stereo unspecified) | 62
COc1ccccc1NC(=O)C1=C(C)Nc2nc(SCc3ccccc3)nn2C1c1cccc(O)c1 (stereo unspecified) | 60
O=C(Cn1c(-c2ccccn2)nc2ccccc21)N1CCc2ccccc21 | 60
Cc1cccc(C(=O)NC2C=CS(=O)(=O)C2)c1 (stereo unspecified) | 62
C[N+](C)(C)CCOC(N)=O | 55&57&52
O=C(NCCNc1ccc(C(F)(F)F)cc1[N+](=O)[O-])c1cccs1 | 51
COc1ccc(OC)c(NC(=O)C(=O)NCC(c2cccc3ccccc23)N2CCOCC2)c1 (stereo unspecified) | 60
O=C(NCc1cccnc1)C(=O)NCC1OCCN1C(=O)c1ccc(Cl)cc1 (stereo unspecified) | 60
O=C(NCCn1nc(-c2cccs2)ccc1=O)Nc1ccc(OC(F)(F)F)cc1 | 70
Cc1nc2sccn2c(=O)c1NC(=O)CCSc1ccccc1 | 54
Cn1nc(C(=O)Nc2nc3ccccc3s2)ccc1=O | 61
COc1ccc(CN(CC(=O)N2CCN(c3ccccc3)CC2)S(=O)(=O)c2cccnc2)cc1 | 71
COc1ccccc1NC(=O)Cn1c(=O)c2c(N3CCN(C(C)=O)CC3)ccnc2n(C)c1=O | 66
CC(=O)c1ccc2c3c(ccc([N+](=O)[O-])c13)CC2 | 62
CCOc1cccc2cc(C(=O)NC(C)c3ccc(-n4ccnc4)cc3)c(=O)oc12 (stereo unspecified) | 61
Cc1ccc(CSc2nc(CC(=O)Nc3ccccc3C(N)=O)cs2)cc1 | 58
CC(=O)c1ccc(NC(=O)COC(=O)c2ccc(C3Nc4ccccc4S(=O)(=O)N3)cc2)cc1 (stereo unspecified) | 82&134
Cc1ccc(NC(=O)CN2CCC(C(=O)N3CCc4ccccc43)CC2)cc1 | 59
CC(C)Oc1c(N2CCOCC2)c(=O)c1=O | 52

15 structures from above, sorted by SMILES length, lowest first.
SMILES | RMI FANCM FP
C[N+](C)(C)CCOC(N)=O | 55&57&52
CC(C)Oc1c(N2CCOCC2)c(=O)c1=O | 52
Cn1nc(C(=O)Nc2nc3ccccc3s2)ccc1=O | 61
Cc1cccc(C(=O)NC2C=CS(=O)(=O)C2)c1 (stereo unspecified) | 62
Cc1nc2sccn2c(=O)c1NC(=O)CCSc1ccccc1 | 54
CC(=O)c1ccc2c3c(ccc([N+](=O)[O-])c13)CC2 | 62
O=C(Cn1c(-c2ccccn2)nc2ccccc21)N1CCc2ccccc21 | 60
O=C(CC1S/C(=N\N=C/c2ccco2)NC1=O)Nc1ccc(Br)cc1 (stereo unspecified) | 62
O=C(NCCNc1ccc(C(F)(F)F)cc1[N+](=O)[O-])c1cccs1 | 51
O=C(NCCn1nc(-c2cccs2)ccc1=O)Nc1ccc(OC(F)(F)F)cc1 | 70
CCOc1cccc2cc(C(=O)NC(C)c3ccc(-n4ccnc4)cc3)c(=O)oc12 (stereo unspecified) | 61
COc1ccccc1NC(=O)C1=C(C)Nc2nc(SCc3ccccc3)nn2C1c1cccc(O)c1 (stereo unspecified) | 60
COc1ccc(CN(CC(=O)N2CCN(c3ccccc3)CC2)S(=O)(=O)c2cccnc2)cc1 | 71
COc1ccccc1NC(=O)Cn1c(=O)c2c(N3CCN(C(C)=O)CC3)ccnc2n(C)c1=O | 66
CC(=O)c1ccc(NC(=O)COC(=O)c2ccc(C3Nc4ccccc4S(=O)(=O)N3)cc2)cc1 (stereo unspecified) | 82&134

Later entries.
SMILES | RMI FANCM FP
COc1ccc(S(=O)(=O)C(CNC(=O)c2c(F)cccc2Cl)c2ccco2)cc1 (stereo unspecified) | 58
CSc1nnc(C)c(=O)n1COC(=O)C1CC(=O)N(c2ccc(C)cc2)C1 (stereo unspecified) | 53
COc1ccc(-c2csc3ncnc(N4CCN(c5ccc(Cl)c(Cl)c5)CC4)c23)cc1 | 99
CCc1cc(=O)[nH]c(SCC(=O)N2N=C(c3ccc(OC)cc3)CC2c2ccc(C)cc2)n1 (stereo unspecified) | 61
Cc1cc(Cl)c(Cl)cc1S(=O)(=O)NCCN1CCOCC1 | 64
COc1ccccc1-c1ccc(N2CCN(C(=O)Nc3ccc(Cl)cc3)CC2)nn1 | 71
CCn1nc(C(=O)Nc2nnc(-c3ccc(OC)cc3)o2)cc1C | 64
Nc1[nH]c(=S)ncc1S(=O)(=O)c1ccccc1 | 58
COCC(=O)N1CCCc2ccc(NS(=O)(=O)c3cc(C)c(C)cc3OC)cc21 | 73
O=C1Nc2ccccc2Oc2ccc(NS(=O)(=O)c3ccc(Cl)s3)cc21 | 55
O=C1CC(=O)CC(c2ccccc2)C1 | 58
CCn1nc(C)cc1C(=O)Nc1nc(C(C)(C)C)cs1 | 66
CC1CCN(c2nncc3ccccc23)CC1 | 59
O=c1oc2ccccc2cc1-c1nc(-c2ccncc2)n[nH]1 | 71
Cc1ccc(NC(=O)Cn2c3c(sc2=O)C2c4cc([N+](=O)[O-])ccc4OCC2CS3)cc1 (stereo unspecified) | 91
OCCOCCN1CCN(C2=Nc3ccccc3Sc3ccccc32)CC1 | 64
NS(=O)(=O)c1ccc2nc(NC(=O)Cc3ccc4c(c3)OCO4)sc2c1 | 70
CCS(=O)(=O)N1CCc2ccc(NC(=O)COc3ccccc3OC)cc2C1 | 63
COc1cccc(S(=O)(=O)Nc2ccc(F)cc2)c1 | 59
O=C(CS(=O)(=O)c1cccs1)Nc1ccc2c(c1)OCCO2 | 61
COCCn1c(C)cc(O)c(Cc2c(O)cc(C)n(CCOC)c2=O)c1=O | 53
Cc1nc(-c2cccs2)sc1-c1ccnn1C(=O)c1ccc(F)cc1 | 57
O=C(Nc1nnc2n1CCS2)c1cccc([N+](=O)[O-])c1 | 54
Nc1nc(SCc2ccc3c(c2)OCCO3)n[nH]1 | 74
CC(C)CN(CC(C)C)S(=O)(=O)c1ccc(C(=O)Nc2nnc(-c3ccccn3)o2)cc1 | 58
COc1ccc(-c2ccc(N3CCN(C(=O)c4cc5ccccc5oc4=O)CC3)nn2)cc1 | 86
CCN(CC)CC(=O)Nc1sc2c(c1C#N)CCC(C)C2 (stereo unspecified) | 61
O=c1c2ccccc2nc(N/N=C\c2ccc(Br)cc2)n1-c1ccccc1 | 55
COc1cc(OC)cc(C(=O)NC(=S)Nc2ccc3nc(C)sc3c2)c1 | 55
CCCCc1nc(Cl)c(CO)n1Cc1ccc(-c2ccccc2-c2nnn[nH]2)cc1 | 56&56
O=C(c1ccccc1F)N(Cc1cccnc1)c1nc2c(Cl)cccc2s1 | 56
c1cnc(N2CCN(Cc3ccc4c(c3)OCO4)CC2)nc1 | 55&52&61
O=C(c1ccco1)N1CCc2ccc(NS(=O)(=O)c3ccccc3Cl)cc2C1 | 65
CC(C)c1nnc(SCC(=O)N2CCCCC2)c2c1cnn2-c1ccc(F)cc1 | 60
O=C(O)c1cnc2sccn2c1=O | 57
O=C(CC1CCCCN1S(=O)(=O)c1ccccc1)NCCc1ccccc1 (stereo unspecified) | 68
CC1CCc2c(sc3nc(CCC(=O)NCCN4CCOCC4)[nH]c(=O)c23)C1 (stereo unspecified) | 65
COc1c(OC)c2occc2c2oc(=O)ccc12 | 55
CCc1ccc(NC(=O)CSc2nccn3nc(-c4ccccc4OC)cc23)cc1 | 113
COc1ccccc1NC(=O)c1oc2cccnc2c1NC(=O)COc1ccc(C)cc1 | 56
N#CC1=C(N)C2=C(N3CCOCC3)CCCC2C1(C#N)C#N (stereo unspecified) | 45
Cc1cc(C)c(C#N)c(SCc2cc3c(cc2Cl)OCO3)n1 | 67
Cc1nc2cc(NC(=O)CNS(=O)(=O)c3ccc(C(C)(C)C)cc3)ccc2s1 | 77
CCc1ccc(N=Cc2c(O)ccc3ccccc23)cc1 | 5
CC1CCc2nc(NC(=O)/C=C/c3cccs3)sc2C1 (stereo unspecified) | 46
O=C(C1CCCCC1)N1CCN=C1SCc1c(F)cccc1Cl | 62
O=C(CCN1C(=O)/C(=C\C=C\c2ccco2)SC1=S)Nc1ccc(C(=O)O)c(O)c1 | 49
CC(C)(c1cc(Br)c(OCC2CO2)c(Br)c1)c1cc(Br)c(OCC2CO2)c(Br)c1 (stereo unspecified) | 63
COc1ccc(NC(=O)CCc2nc3sc4c(c3c(=O)[nH]2)CCCCC4)cc1Cl | 115
CCOC(=O)/C(C#N)=C/Nc1ccccc1OC(F)(F)F | 56
CC(C)(C)N1CC(CO)OC1=O (stereo unspecified) | 57
NN1C(=O)c2cccc3cccc(c23)C1=O | 59
O=C(Cn1c(-c2ccccn2)nc2ccccc21)N1CCOCC1 | 60
COc1ccc(NC(=O)Cn2c(-c3cccnc3)nc3ccccc32)c(OC)c1 | 76
CS(=O)(=NS(=O)(=O)c1cccc2nonc12)c1ccc(Cl)cc1 (stereo unspecified) | 62
COc1ccc(/C=C/C(=O)Nc2nc(CN3CCc4ccccc4C3)cs2)cc1OC | 85
Cc1nc2cccc(C)n2c(=O)c1NC(=O)COc1ccc(Cl)cc1Cl | 66
O=c1[nH]c2ccc(Cl)cc2[nH]c1=O | 54
O=C(NCCn1nc(-c2ccco2)ccc1=O)NC1CCCCC1 | 71
COc1ccc(-c2cc(=O)n(CC(=O)Nc3cc(Cl)ccc3C)cn2)cc1 | 78

Further records:
SMILES | RMI FANCM FP
C=C(NC(=O)C(=C)NC(=O)c1csc(C2=N[C@H]3c4csc(n4)[C@H]4NC(=O)c5csc(n5)[C@H]([C@@](C)(O)[C@@H](C)O)NC(=O)[C@H]5CSC(=N5)/C(=C\C)NC(=O)[C@H]([C@@H](C)O)NC(=O)c5csc(n5)[C@]3(CC2)NC(=O)[C@H](C)NC(=O)C(=C)NC(=O)[C@H](C)NC(=O)[C@H](C(C)CC)N[C@@H]2C=Cc3c([C@H](C)O)cc(nc3[C@H]2O)C(=O)O[C@@H]4C)n1)C(N)=O (stereo partly specified) | 64
COc1ccc(NC(=O)Cn2c(C)cc(C)c(-c3nc(-c4ccc(F)cc4)no3)c2=O)cc1OC | 78
CN(C)c1scc(-c2ccc(Cl)cc2)c1C#N | 59
COc1ccc(CCn2c(C)cc3c(c2=O)C(c2c(F)cccc2Cl)C(C#N)=C(N)O3)cc1OC (stereo unspecified) | 60
O=C(Nc1ccc2c(c1)OCO2)C(=S)NCc1ccccc1 | 56
O=C(Nc1ccc(OC(F)(F)F)cc1)N1CCN(c2ccc3nncn3n2)CC1 | 69
Cc1ccccc1-c1nc2scc(CCNS(=O)(=O)c3cccc([N+](=O)[O-])c3)n2n1 | 55
O=C(Nc1nnc(-c2ccncc2)o1)c1cc2c(ccc3ccccc32)oc1=O | -21
COc1ccc2c(Cl)c(C(=O)NNC(=O)CCc3ccccc3)sc2c1 | 59
COc1ccccc1NC(=O)NCC(c1ccc2c(c1)CCCN2C)N1CCN(C)CC1 (stereo unspecified) | 62
CC(C)CC(=O)Nc1ccc2c(c1)CCC(=O)N2 | 59
O=C(Nc1n[nH]c(=S)s1)c1ccco1 | 58
N#Cc1nnn(-c2cc(Cl)cc(Cl)c2)c1N | 52
CC(C)=CCc1c(O)c(C(=O)CC(C)C)c2oc(=O)cc(-c3ccccc3)c2c1O | 57
COC(=O)Nc1ccc2c(c1)N(C(C)=O)CC2 | 64
COc1ccc(OCC(O)CNCCNc2nccc(C(F)(F)F)n2)cc1 (stereo unspecified) | 59
O=C(CC1NCCNC1=O)Nc1cccc(C(F)(F)F)c1 (stereo unspecified) | 53&55
CCSc1nnc(NC(=O)CSc2nnc3[nH]c(=O)c(C)c(C)n23)s1 | 54
CCNc1nc(NCC)n2c(SCC(=O)Nc3ccc(C(=O)OCC)cc3)nnc2n1 | 100
COc1ccccc1NC(=O)Cn1c(=O)n(Cc2cccs2)c(=O)c2ncccc21 | 64

Reformatted: entries from further up
SMILES,RMI FANCM FP
NS(=O)(=O)c1ccc2nc(NC(=O)Cc3ccc4c(c3)OCO4)sc2c1,70
CCS(=O)(=O)N1CCc2ccc(NC(=O)COc3ccccc3OC)cc2C1,63

Next section.
SMILES | RMI FANCM FP
CC(=O)Cc1nsc(NC(=O)c2ccc(COc3cccc(C)c3)o2)n1 | 65
COc1ccc(CCN2Cc3c(sc4c3CCCC4)N(C(C)=O)C2)cc1OC | 62
CN1OC(COC(=O)c2cc(Cl)cc(Cl)c2)CC12C1CC3CC(C1)CC2C3 (stereo unspecified) | 60
Cc1nnsc1-c1nnc(-c2ccccc2C(F)(F)F)o1 | 63
c1ccc(CCNc2nnns2)cc1 | 79
COc1ccc(CCS(=O)(=O)Nc2ccc3c(c2)N(C(=O)c2cccs2)CC3)cc1 | 77
O=C(Nc1nc(-c2nc3ccccc3s2)cs1)C1CCN(S(=O)(=O)c2cccs2)CC1 | 57
C#CC1(NS(=O)(=O)c2ccc(Sc3ccccc3N)c([N+](=O)[O-])c2)CCCCC1 | 48&53
Cc1cc(N2CCC(C)CC2)n2nc(C)c(-c3ccc(Cl)cc3)c2n1 | 61
Cc1c[nH]c(=S)c(C#N)c1 | 58
COc1ccc(NC(=O)C(=O)NCC(c2cccn2C)N2CCCC2)cc1OC (stereo unspecified) | 63
COCCn1cc(NC(=O)NCc2ccccc2Cl)c2ccccc21 | 60
O=C(NCCn1ncc2c(N3CCCCC3)ncnc21)c1ccco1 | 63
CCC(=O)NCCCn1nc(-c2cccs2)ccc1=O | 68
O=C(Cc1csc(Nc2cccc(Cl)c2)n1)NCCc1c[nH]c2ccccc12 | 75
CNc1ncnc2c1oc1ccccc12 | 63
COc1cc(/C=C2\N=C(SCC(=O)c3ccc(F)cc3)N(c3ccccc3)C2=O)ccc1O | 164
Cc1nn(-c2ccccc2)nc1CNS(=O)(=O)c1ccc2c(c1)OCCN2C | 61
O=S(=O)(CCN1CCC(C(F)(F)F)CC1)c1ccccc1 | 64
CCN(CC)S(=O)(=O)c1ccc(C(=O)ONC(=O)c2ccc(OC(F)F)cc2)cc1 | 62
COc1ccccc1-c1ccc(N2CCCC(C(=O)Nc3nc(C)cs3)C2)nn1 (stereo unspecified) | 74
Cc1ccc(S(=O)(=O)Nc2c(-c3ccccc3)c3cc(Cl)ccc3[nH]c2=O)cc1 | 61
Oc1c(Br)cc(Br)cc1C=Nc1ccccc1F | -4*
